N370S GC mod – qHTS Assay for Inhibitors and Activators of N370S glucocerebrosidase as a Potential Chaperone Treatment of Gaucher Disease | Potency, µM (titrated, usually from 59.4 µM), inactives show top-dose activity change, negative = inhibition, most hits filed as inhibitors | Lysosomal acid glucosylceramidase (Homo sapiens), P04062 | 330,000 tested, 0.092% active | N370S GC spleen homogenate, 4MU-glucoside fluorescence;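 note: 0% = full enzyme activity and -100% = no enzyme basal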
FEN1 inh – qHTS Assay for the Inhibitors of Human Flap endonuclease 1 (FEN1); Potency, µM (doses to about 114 µM), for inactives: at the top dose activity change, negative = inhibition, actives largely listed as inhibitors; 390,000 tested, 0.35% active; AID 588795, 2011; Recombinant FEN1 flap cleavage, fluorescence, 15 min; P39748; note: nearly all actives have a fitted effect of over 65% in size
Target sequence (P39748 whole entry, looked up): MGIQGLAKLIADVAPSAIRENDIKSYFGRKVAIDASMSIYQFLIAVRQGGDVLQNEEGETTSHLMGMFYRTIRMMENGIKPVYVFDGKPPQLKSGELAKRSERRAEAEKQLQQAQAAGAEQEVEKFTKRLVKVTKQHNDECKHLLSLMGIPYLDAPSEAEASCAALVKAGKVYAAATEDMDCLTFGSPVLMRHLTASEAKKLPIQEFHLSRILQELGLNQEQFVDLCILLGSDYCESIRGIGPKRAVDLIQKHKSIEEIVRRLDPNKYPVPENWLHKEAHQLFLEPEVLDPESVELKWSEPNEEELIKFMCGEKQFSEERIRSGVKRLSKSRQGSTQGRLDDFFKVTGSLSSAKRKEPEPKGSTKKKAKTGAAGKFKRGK
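Enzyme 10 nM, 15 min RT preincubation with compound; start with substrate 50 nM final; reads at 0 and 15 min; qHTS titration, four-parameter Hill fit.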
KAT2A inh – qHTS Assay for Inhibitors of GCN5L2; Histone acetyltransferase KAT2A (Homo sapiens), Q92830; GCN5L2 HAT assay, ThioGlo1 CoA-SH fluorescence; Potency, µM (titrated, usually from 58.9 µM), for inactives: at the top dose activity change, negative = inhibition, usual class: inhibitors; 390,000 tested, 0.21% active
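ThioGlo1-coupled HAT assay: 20nM GCN5L2, 70uM acetyl-CoA, 75uM H3(1-25) peptide, pH 7.5. Fluorescence read at 340/540nm at start and after 20 min at room temperature.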
* marks the source's active call; other numbers are inactive results; u = inconclusive; x = no result given; & = joins results of further samples. Calls come from the whole dose curve; as a rule, active = well fitted curve in the direction sought with a large enough effect; inconclusive = small, poorly fitted or top-dose-only effect, or another doubt; inactive = no such curve, though single readings can be large; an effect the other way counts as inactive or inconclusive. Unless noted, % is set by controls: 0 for no effect and ±100 for the full control effect; potency is the fitted concentration of half-maximal effect. Only part of the results is shown; count on the stated rates, not on these rows.

Values run as follows: N370S GC mod, KAT2A inh, FEN1 inh
- CCOC(=O)c1ccc(NC(=O)NCCN2CCCCC2)cc1
 : -17%, -19%, -15%
- COc1ccccc1-c1nnc(N)s1
 : 1%, 1%, -16%
- CC(=O)OC[C@H]1COc2ccc3ccccc3c2[C@H]1N(C)C(C)=O
 : -10%, -3%, 13%
- CC1CCCN(c2cc3c(cc2F)c(=O)c(S(=O)(=O)c2cccc(Cl)c2)cn3C)C1 (stereo not given)
 : x, -4%, 2%
- CCN1CCCn2c1nc1c2c(=O)n(C)c(=O)n1C
 : -10%, -3%, -6%
- O=C(NCc1cccnc1)c1cnc2sccn2c1=O
 : 5%, 0%, 21%
- O=C(NN=C1CCCCCC1)C(=O)Nc1cccc(Br)c1
 : -5%, 0%, 5%
- CCN=c1scc(C)n1/N=C/c1cc(Br)c(O)c(Br)c1
 : -10%, -14%, 11%
- C#CCOc1ccc(/C=C2/C(=O)NN(c3ccccc3)C2=O)cc1OC
 : -1%, -3%, -6%
- Cc1ccc(-n2nnc3c(=O)n(Cc4ccccn4)cnc32)cc1C
 : u, -1%, 2%
- CNC(=S)N/N=C/c1cn(Cc2c(F)cccc2Cl)c2ccccc12
 : 1%, -5%, -2%
- CC(=O)c1c(O)c(C)c(O)c2c1OC1=CC(=O)C(C(C)=O)C(=O)C12C (stereo not given)
 : -4%, -6%, x
- CCC(Oc1ccc2c(c1)C(=O)CC(C)(C)O2)C(=O)NCCN1CCCCCC1 (stereo not given)
 : 0%, -12%, 9%
- CCCN(CCC)CCNS(=O)(=O)c1ccc2c(c1)oc(=O)n2C
 : 5%, -3%, 8%
- COCCn1c(=O)c(-c2ccccc2)nc2cnc(Nc3cccc(OC)c3)nc21
 : -1%, -6%, x
- Cc1cc(-n2[nH]c(C)c(C)c2=O)nc(-c2ccccc2O)n1
 : -8%, -7%, -1%
- CCc1nc(C)cn1S(=O)(=O)c1ccc(Br)cc1
 : -7%, -2%, 2%
- Cc1ccc(O)c(NC(=O)CSc2n[nH]c(-c3ccccc3)n2)c1
 : 1%, -4%, -9%
- Cc1nn(C)c(C(=O)NNC(=O)Nc2cccc(C(F)(F)F)c2)c1Cl
 : 3%, -2%, 1%
- O=C(NCCc1c[nH]c2ccccc12)c1ccc2c(c1)OCO2
 : 0%, -6%, -9%

An excerpt from above in order of the KAT2A inh value, high to low.
Values run as follows: N370S GC mod, KAT2A inh, FEN1 inh
- CCc1nc(C)cn1S(=O)(=O)c1ccc(Br)cc1
 : -7%, -2%, 2%
- CCN1CCCn2c1nc1c2c(=O)n(C)c(=O)n1C
 : -10%, -3%, -6%
- CNC(=S)N/N=C/c1cn(Cc2c(F)cccc2Cl)c2ccccc12
 : 1%, -5%, -2%

Gathered by group: the entries above containing bromine.
Values run as follows: N370S GC mod, KAT2A inh, FEN1 inh
- O=C(NN=C1CCCCCC1)C(=O)Nc1cccc(Br)c1
 : -5%, 0%, 5%
- CCN=c1scc(C)n1/N=C/c1cc(Br)c(O)c(Br)c1
 : -10%, -14%, 11%
- CCc1nc(C)cn1S(=O)(=O)c1ccc(Br)cc1
 : -7%, -2%, 2%

Next compounds follow.
Values run as follows: N370S GC mod, KAT2A inh, FEN1 inh
- COc1ccc(OC)c(/C=C/C(=O)OCC(=O)Nc2cccc(Oc3ccccc3)c2)c1
 : 21%, -3%, -4%
- CC(C)=N/N=C1/NC(=O)C(CC(=O)Nc2cc(Cl)ccc2C)S1 (stereo not given)
 : 3%, -6%, 0%
- Cc1cccc2c(=O)c(C(=O)NCCCN3CCOCC3)c[nH]c12
 : -11%, 0%, 0%
- Cc1c(CCC(=O)NCCCN2CCCC2=O)c(=O)oc2cc(O)ccc12
 : u, -23%, -5%
- Cc1ccc(Nc2nc(-c3c(C)nc4ncccn34)cs2)cc1
 : -12%, -20%, u
- CCC1CCCCN1C(=S)Nc1ccc(SC(F)F)cc1 (stereo not given)
 : 4%, -1%, 0%
- COc1cccc2c1cc1c(=O)n(CC(=O)O)nc(C)n12
 : x, -8%, 17%
- COc1ccc(NC(=S)NNC(=O)Cn2nc([N+](=O)[O-])cc2C)cc1
 : 1%, -9%, -9%
- c1ccc(Nc2nc(Nc3ccccc3)nc(N3CCNCC3)n2)cc1
 : -19%, -2%, -4%
- O=C(O)c1ccccc1NS(=O)(=O)c1ccc(NN=Cc2cccc(Cl)c2)c([N+](=O)[O-])c1
 : x, u, u
- C=CCNc1nc(C(=O)OCC(=O)c2ccc(OC)cc2OC)cs1
 : -1%, -2%, 0%
- C=CCCCCCCCCCCC/C=C/C(O)COC(C)=O (stereo not given)
 : 0%, -13%, x
- OC(COc1ccc(-c2ccccc2)cc1)CN1CCOCC1 (stereo not given)
 : -15%, -3%, x
- CCc1nnc(NS(=O)(=O)c2ccc(N)cc2)s1
 : -28%, -3%&3%, 3%
- Cc1ccc(C)c(N(CC(=O)N2CCCCCC2)S(C)(=O)=O)c1
 : 2%, -12%, -11%
- COc1ccc(-c2cccc(NC(=O)c3ccco3)c2)nn1
 : 2%, u, -6%
- CC(=O)COc1cc(C)cc2oc(=O)cc(-c3ccccc3)c12
 : -3%, -2%, 3%
- CC(C)N1CC(O)=C(c2nc3ccccc3c(=O)[nH]2)C1=N
 : -1%, u, 3%
- CC(C)[C@@H]1N[C@]2(C(=O)Nc3ccccc32)[C@@H]2C(=O)N(c3cccc(C(F)(F)F)c3)C(=O)[C@@H]21
 : -6%, -3%, 2%
- COc1ccc(C2C(C(N)=O)=C(C)Nc3nc(-c4ccccc4OC)nn32)cc1OC (stereo not given)
 : 3%, -3%, -2%

Values run as follows: N370S GC mod, KAT2A inh, FEN1 inh
- Cn1c(CC(=O)Nc2ccc(F)cc2)c(Sc2ccccc2)c2ccccc21
 : 20%, 1%, 13%
- Cc1nc2ccccn2c1C(=O)/C=C/c1ccc(F)cc1
 : 11%, 9%, 0%
- COc1ccc(OC)c(NC(=O)CSc2ccccc2)c1
 : 10%, 0%, 0%
- OC1(c2ccc3c(c2)OCO3)CCN(Cc2ccc(F)cc2)CC1
 : -10%, 2%, -9%
- COCC1CCCN(Cc2nc(-c3ccc4c(c3)OCO4)no2)C1 (stereo not given)
 : -3%, 1%, 12%
- CCn1c2ccccc2c2cc(NC(=O)CN3CCCC3)ccc21
 : -14%, -9%, -21%
- COC(=O)c1ccc([N+](=O)[O-])c(CS(=O)(=O)c2ccc(Cl)cc2)c1
 : -4%, -3%, -6%
- COc1ccc(S(=O)(=O)N2CCN(C(=O)c3c(C)nn(-c4ccccc4)c3C)CC2)cc1
 : x, -3%, 1%
- O=C(Cc1ccccc1)Nc1ccnn1C1CCN(Cc2nccs2)CC1
 : -8%, 0%, 1%
- CC(/C=N/Nc1nc(N2CCCCC2)nc(N2CCCCC2)n1)=C\c1ccccc1
 : 20%, 2%, 10%
- O=C1Nc2ccc(Br)cc2C1=Nc1cccnc1
 : -7%, -3%, -4%
- NC(=O)c1cc(S(=O)(=O)N2CC=C(c3ccccc3)CC2)cs1
 : 1%, -15%, -6%
- CCC(C(=O)NCCc1ccccc1)n1nc(C)c2sc3ccccc3c2c1=O (stereo not given)
 : x, -5%, -8%
- Cc1cc(N2CCN(C)CC2)nc(-c2ccccc2O)n1
 : -10%, -4%, -22%
- O=C(CCC1CCCCC1)Nc1c2c(nn1-c1ccc(F)cc1)CS(=O)(=O)C2
 : 0%, -9%, 12%
- O=C(c1cccc(Br)c1)N1CCN(S(=O)(=O)N2CCCCCC2)CC1
 : -10%, -3%, -4%
- CCOc1ccc(NC(=O)NCC2CCN(Cc3ccc(F)cc3)CC2)cc1
 : -2%, -1%, -1%
- C#CC(=O)N(c1ccc(OC)cc1OC)C(C(=O)NC1CCCC1)c1cccs1 (stereo not given)
 : 1%, -23%, -5%
- Cc1ccc(C(C)(C)NC(=O)C2CCC(=O)N(Cc3ccccc3F)C2)cc1 (stereo not given)
 : 1%, -5%, -6%
- CCOC(=O)c1sc2ccccc2c1S(=O)(=O)N1CCN(c2cc(C)ccc2C)CC1
 : x, 6%, -11%

Values run as follows: N370S GC mod, KAT2A inh, FEN1 inh
- CCCc1cc(=O)oc2c3c(c(Cl)cc12)OCN(CCCO)C3
 : u, 13µM*, x
- Cc1cccc(NC(=O)COc2ccccc2C(=O)NC(C)c2ccccc2)c1 (stereo not given)
 : -3%, u, u
- COC(=O)Nc1ccc(S(=O)(=O)N2CCCCCC2)cc1
 : -16%, 0%, -6%
- O=C(CCn1c(=O)c2cccn2c2cccnc21)N1CCN(c2ccc(Cl)cc2)CC1
 : x, -7%, -3%
- COc1cccc(C(=O)c2ncc(C(F)(F)F)cc2Cl)c1
 : 3%, -2%, 5%
- CCN(CC)S(=O)(=O)N1CCC(C(=O)NCCN2CCOCC2)CC1
 : -7%, -6%, 10%
- Cc1ccc(CCNC(=O)Cn2c(-c3cccs3)cc3ccccc32)cc1
 : x, -2%, -7%
- Cc1cc(OCCCC(=O)NCCc2nnc3ccccn23)ccc1Cl
 : x, -6%, 17%
- Clc1cccc(Cl)c1/C=N/Nc1c(Cl)cncc1Cl
 : u, 1%, -1%
- O=C(Nc1ccccc1)NC1(C(=O)N2CCN(c3ncccn3)CC2)CCCCC1
 : 5%, 0%, -11%
- CC(=O)Nc1ccc(S(=O)(=O)Nc2nc3ccccc3nc2Nc2ccc(O)c(C(=O)O)c2)cc1
 : -1%, -12%, u
- FC(F)Oc1ccc(NC(=S)NC2CCCCCCC2)cc1
 : 0%, -4%, -11%
- COc1ccc(S(=O)(=O)N2CCN(Cc3ccccc3)CC2)c(C)c1
 : -9%, 0%, -4%
- COc1ccc(C(=O)NNC2=NS(=O)(=O)c3ccccc32)cc1OC
 : -7%, -5%, -2%
- COc1ccc(NS(=O)(=O)c2ccc3c(c2)NC(=O)CO3)cc1
 : -23%, -3%, -15%
- COc1ccc2cc(CN(Cc3cccnc3)S(=O)(=O)c3ccccc3)c(=O)[nH]c2c1
 : -8%, -1%, -13%
- Cc1c(OC(C)C(=O)NCC2CCC(C(=O)O)CC2)ccc2c3c(c(=O)oc12)CCCC3 (stereo not given)
 : -4%, -2%, -3%
- O=C(c1cccs1)N1CCC(C(=O)N2CCN(Cc3ccc4c(c3)OCO4)CC2)CC1
 : -9%, 0%, 12%
- COc1cc(NC(=O)CSc2ccc3c(c2)OCCO3)cc(OC)c1OC
 : 4%, 0%, 1%
- Cc1ccc2nc(CSc3nnc(NC(=O)COc4ccccc4)s3)cc(=O)n2c1
 : x, 9%, 3%

Values run as follows: N370S GC mod, KAT2A inh, FEN1 inh
- CSc1cccc(N/C(=N/S(=O)(=O)c2ccccc2)NN)c1
 : 5%, -10%, 11%
- CCCCOc1ccc(C(=O)NCCc2ccccc2)cc1
 : 7%, 3%, 22%
- CC1CCC2(CC1)NC(=O)N(CC(=O)Nc1ccc(N3CCOCC3)cc1)C2=O (stereo not given)
 : 0%, 0%, -2%
- Cc1cc(F)ccc1NC(=O)CCSc1nc(-c2ccco2)cc(C(F)(F)F)n1
 : x, -7%, 10%
- O=C(CN1CCN(S(=O)(=O)/C=C/c2ccccc2)CC1)Nc1ccccc1N1CCOCC1
 : -6%, 4%, -17%
- O=C(NCCCCC(NC(=O)c1ccc([N+](=O)[O-])cc1)C(=O)O)c1ccc([N+](=O)[O-])cc1 (stereo not given)
 : 9%, 3%, -1%
- O=C1CC(C(=O)Nc2cccc3ccccc23)C2(CCCC2)O1 (stereo not given)
 : 5%, u, -3%
- CCOC(=O)c1c(NC(=O)CSc2nnc(C)s2)sc2c1CCN(C)C2
 : -1%, -9%, -11%
- COc1ccc(C(=O)NC(=C(Cl)Cl)S(=O)(=O)c2ccc(C)cc2)cc1
 : -6%, -16%, 19%
- Cc1ccc(CNC(=O)C2CC(c3ccccc3F)=NO2)cc1 (stereo not given)
 : 11%, 20%, -7%
- CCc1ccccc1NC(=O)CSc1ncc2c(n1)-c1ccccc1N(Cc1ccc(C)cc1)S2(=O)=O
 : x, -10%, -4%
- CC1=CC(=O)c2c(O)ccc(O)c2C1=O
 : -12%, 13µM*, x
- Cc1cccc(Nc2ccccc2C(=O)NCc2ccco2)c1C
 : 0%, -12%, -22%
- O=C(Nc1sc2c(c1C(=O)N1CCOCC1)CCCCC2)c1cccnc1
 : 0%, -8%, -1%
- CCCS(=O)(=O)c1c(S(=O)(=O)CCC)c2c(N)cccn2c1C(=O)OC
 : -4%, -5%, 6%
- CCN1CCc2nc(N)sc2C1
 : -6%, 0%, 4%
- COc1ccc(CCNC(=O)c2cccnc2)cc1
 : -1%, -10%, 7%
- CN(CC(=O)NCCCc1ccccc1)Cc1ccc(Br)cc1
 : -22%, -1%, 3%
- O=C1/C(=C\c2c(NCCOCCO)nc3ccccn3c2=O)SC(=S)N1Cc1ccco1
 : 0%, 2%, u
- CCCCC(=O)Nc1nn(CC(C)C)c2nc3ccccc3cc12
 : 11%, -6%, 0%
- CCc1ccc(N2CC(C(=O)OCc3csc(CC(=O)Nc4ccccc4C)n3)CC2=O)cc1 (stereo not given)
 : x, 0%, 5%
- COc1ccc(NC(=O)c2cc(-c3ccccc3)on2)cc1OC
 : -13%, -4%, 19%

Screens: PubChem BioAssay, National Center for Advancing Translational Sciences (NCATS)
